AID inh – Primary qHTS assay for inhibitors of Activation Induced Cytidine Deaminase (AID): AID signal. Single-stranded DNA cytosine deaminase (Homo sapiens), Q9GZX7. AID deamination FRET fluorescence, UDG-coupled, 4 h. Potency, µM (highest dose often 115 µM), inactives show at the top dose activity change, negative = inhibition, most hits filed as inhibitors. 91,000 tested, 0.32% active; note: nearly all actives have a fitted effect of over 25% in size
Target sequence (Q9GZX7 whole entry, looked up): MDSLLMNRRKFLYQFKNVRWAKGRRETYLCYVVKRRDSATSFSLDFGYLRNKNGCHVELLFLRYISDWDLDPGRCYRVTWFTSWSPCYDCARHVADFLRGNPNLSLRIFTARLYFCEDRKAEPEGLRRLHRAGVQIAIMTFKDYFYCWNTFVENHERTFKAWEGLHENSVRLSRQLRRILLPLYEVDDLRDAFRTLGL
UDG counterscr – Primary qHTS assay for inhibitors of Activation Induced Cytidine Deaminase (AID): UDG Counterscreen signal. Potency, µM (series often up to 115 µM), for inactives: top-dose activity change, negative = inhibition, hits mostly inhibitors. Uracil-DNA glycosylase. FRET deamination/UDG coupled assay, UDG read, 4 h. 91,000 tested, 0.14% active; note: nearly all actives have a fitted effect of over 65% in size
* hit, by the source's call; ? = inconclusive; [ ] = dose if it differs, or a comment. Calls come from the whole dose curve; as a rule, active = well fitted curve in the direction sought with a large enough effect; inconclusive = small, poorly fitted or top-dose-only effect, or another doubt; inactive = no such curve, though single readings can be large; an effect the other way counts as inactive or inconclusive. % is set by controls: 0 for no effect and ±100 for the full control effect; potency is the fitted concentration of half-maximal effect.

SMILES	AID inh	UDG counterscr
Cc1ccc2c(CN3CCN(c4ccccc4)CC3)cc(=O)oc2c1	4%	10%
CS(=O)Cc1cccc(C(=O)NCC(C)(C)c2ccccc2)c1 (configuration not stated)	-5%	-7%
CCN(CC(O)COCCC12CC3CC(CC(C3)C1)C2)C1CCCCC1 (configuration not stated)	-9%	-1%
CC(=O)N1CCc2c(sc3c2c(=O)n(-c2ccccc2C)c(=O)n3CC(=O)Nc2ccccc2)C1	16%	5%
O=C(COC(=O)c1cc(=O)c2ccccc2o1)NCC1CCCCC1	-6%	-10%
CCCC(C)NC(=O)C(NC(=O)c1ccc(C(C)(C)C)cc1)C(C)C (configuration not stated)	-3%	-16%
COc1ccc(C(=O)Nc2ccc3nc(N4CCCC4)sc3c2)cc1OC	-3%	1%
NC(=O)c1ccc(NC(=O)c2nccnc2N)cc1	4%	-3%
CCOc1ccc(CCNC(=O)c2ccc(CSCc3ccccc3C)o2)cc1OCC	?	-10%[57.5 µM]
CSc1ccccc1NC(=O)C(C)N(C)CC(=O)Nc1ccc(F)cc1 (configuration not stated)	-1%	-5%
CCCS(=O)(=O)NCc1ccc(C(=O)O)cc1	-12%	-5%
COc1ccccc1C(=O)Nc1cc2c(cc1N1CCOCC1)n(C)c(=O)n2C	-2%	-6%

In a second layout: results already given
mol | AID inh | UDG counterscr
CSc1ccccc1NC(=O)C(C)N(C)CC(=O)Nc1ccc(F)cc1 (configuration not stated) | -1% | -5%
CCCS(=O)(=O)NCc1ccc(C(=O)O)cc1 | -12% | -5%
COc1ccccc1C(=O)Nc1cc2c(cc1N1CCOCC1)n(C)c(=O)n2C | -2% | -6%

Next part.
SMILES	AID inh	UDG counterscr
COc1cccc(OCc2nc3ccccc3n2C)c1	-10%	-1%
CCOc1ccc(Oc2ccccc2NC(=O)c2ccoc2)cc1	-26%	-2%
CC(=O)Nc1ccc(SC(C)C(=O)c2ccc3c(c2)CCC3)cc1 (configuration not stated)	-11%	-6%
Cc1cc(=O)c2cc(C(=O)Nc3ccccc3C)ccc2[nH]1	-9%	0%
COc1ccc(CC(=O)NC(c2cccs2)C(C)C)cc1 (configuration not stated)	0%	-7%
Clc1ccc(C(c2ccccc2Cl)C(Cl)Cl)cc1 (configuration not stated)	?	-20%
Cc1oc(-c2cccc(Cl)c2)nc1CSc1nc2ncccc2[nH]1	11%	11%[57.5 µM]
Cc1cccc(N(C)S(=O)(=O)c2nnc(NC(=O)C(C)Oc3ccccc3)s2)c1 (configuration not stated)	-8%	-1%[57.5 µM]
O=C(OCc1ccccc1[N+](=O)[O-])c1cnc2ccccc2c1C(F)(F)F	2%	0%
CCSc1ncc(Cl)c(C(=O)Nc2nnc(C)s2)n1	8%	-4%
CCCCNc1nc(Oc2ccc(OCCC)nn2)nc(N(C)C)n1	-17%	30%[activator]
Cc1ccc(NC(=O)CCc2c(C)nn(-c3ccc(N4CCOCC4)nn3)c2C)cc1F	-9%	-3%
Cc1ccc(NC(=O)N2CCC(N3CCN(Cc4ccccc4)C(=O)C3=O)CC2)cc1Cl	?	-14%[57.5 µM]
CCOC(=O)c1ccc(N2C(=O)c3n[nH]c(-c4ccco4)c3C2c2cccnc2)cc1 (configuration not stated)	13%	-2%
COc1ccc(OC)c(C2CCCN2Cc2nc(-c3ccccc3C)no2)c1 (configuration not stated)	-10%	-5%
Cc1ccc(CNC(=O)CC2Oc3ccccc3NC2=O)cc1 (configuration not stated)	9%	-8%
COc1ccc(Cc2nc3ccc(C(=O)NCc4ccccc4C)cc3o2)cc1	-21%	-11%
CCc1ccccc1NS(=O)(=O)c1ccc2c(c1)CCN2C(=O)C1CC1	-8%	-1%
Cc1ccccc1NC(=O)CCC1CCCC1	-4%	-8%
COc1cccc(Cn2c(C)c(CNCc3cccc(C)c3)c(C(=O)O)c2C)c1	13%	-20%[57.5 µM]
COc1ccccc1NS(=O)(=O)c1cc2c(cc1Cl)NC(=O)CO2	6%	17%
CCC(=O)N1CCCc2cc(S(=O)(=O)N3CCC(C(=O)NCc4ccc(F)cc4)CC3)ccc21	-27%	-13%
Cc1ccc2cc(C(=O)N3CCCC(CNS(C)(=O)=O)C3)[nH]c2c1 (configuration not stated)	-3%	-1%
CONC(=O)COc1ccc(Nc2ccccc2)cc1	12%	-6%

Reformatted: 4 of the compounds above
> COc1ccc(OC)c(C2CCCN2Cc2nc(-c3ccccc3C)no2)c1 (configuration not stated)
- AID inh: -10%
- UDG counterscr: -5%
> Cc1ccc(CNC(=O)CC2Oc3ccccc3NC2=O)cc1 (configuration not stated)
- AID inh: 9%
- UDG counterscr: -8%
> COc1ccc(Cc2nc3ccc(C(=O)NCc4ccccc4C)cc3o2)cc1
- AID inh: -21%
- UDG counterscr: -11%
> CCc1ccccc1NS(=O)(=O)c1ccc2c(c1)CCN2C(=O)C1CC1
- AID inh: -8%
- UDG counterscr: -1%

As entered above.
In AID inh, `CCOC(=O)c1ccc(N2C(=O)c3n[nH]c(-c4ccco4)c3C2c2cccnc2)cc1` (configuration not stated) has 13%
In UDG counterscr, `NC(=O)c1ccc(NC(=O)c2nccnc2N)cc1` has -3%
In AID inh, `COc1cccc(Cn2c(C)c(CNCc3cccc(C)c3)c(C(=O)O)c2C)c1` has 13%
In UDG counterscr, `CCCCNc1nc(Oc2ccc(OCCC)nn2)nc(N(C)C)n1` has 30%[activator]

Continuation.
SMILES	AID inh	UDG counterscr
CN(C)c1ccc(/C=C/c2noc(-c3ccccc3O)n2)cc1	151%[activator]	18%
Cn1c(=O)c2c(nc(SCC(=O)Nc3ccccc3F)n2Cc2ccccc2)n(C)c1=O	6%	5%
CN1CCN(C(=O)Cn2c(-c3cccs3)cc3cc(Cl)ccc32)CC1	21%	5%
O=C(CSc1nnc(-c2ccccc2F)o1)Nc1ccccc1Cl	5%	-14%
CCCCNC(=O)C1CCC(Cn2c(=O)c3sccc3n(CC(=O)N3CCCC3)c2=O)CC1 (configuration not stated)	4%	8%
COc1ccc(-c2nnc(SCC(=O)Oc3c(C)cccc3C)o2)cc1OC	5%	0%
O=C(NC1CCCC1)c1cc2c(Cl)nc3ccccc3c2s1	-11%	-9%
CCOC(=O)c1c(S(=O)(=O)NCC(=O)NCc2ccccc2)c(C)n(C)c1C	0%	0%
CCOc1ccc(C(=O)c2cn(Cc3ccc(F)cc3)c3ccc(F)cc3c2=O)cc1	?	-18%
CN(C)CCOC(c1ccccc1)c1ccccc1	1%	7%
CCCOc1cccc(C2c3c(oc4ccc(F)cc4c3=O)C(=O)N2Cc2ccc3c(c2)OCO3)c1 (configuration not stated)	5%	6%
CCNC(=O)NC(=O)CN(Cc1ccc(C)cc1)C1CC1	-9%	6%
COCCCNC(=O)c1c(C)nn(-c2ccc(F)cc2)c1-n1cccc1	-13%	0%
COc1ccc(-c2noc(CN(C(C)C)S(=O)(=O)c3ccc(Br)cc3)n2)cc1	-16%	?
CCSc1nnc2c(n1)OC(c1cc(OC)c(OC)c(OC)c1)Nc1ccccc1-2 (configuration not stated)	0%[57.5 µM]	-9%[57.5 µM]
CCc1ccc(CCC(=O)N2CCCC2)cc1	-8%	-1%
Nc1cccc(-c2cn3ccsc3n2)c1	7%	4%[57.5 µM]
Cc1cccc(C)c1NC(=O)Cn1nc(C)c2sc3ccccc3c2c1=O	-5%	-2%
COc1ccc(CNC(=O)CCc2ccc3nc(NC(=O)C(C)C)sc3c2)cc1	2%	1%
CC(C)c1ccc(NC(=O)c2ccc3c(c2)NC(=O)CS3)cc1	0%	-5%
Cc1ccccc1Nc1sc(C(=O)c2ccc3c(c2)OCO3)c(N)c1S(=O)(=O)c1ccccc1	-7%	-2%
CCOc1ccccc1NC(=O)Cn1c(C)cc(=O)n2nc(-c3cccs3)nc12	4%	1%
COc1cccc(NC(=O)C2CCC(CNS(=O)(=O)c3csc(C(N)=O)c3)CC2)c1 (configuration not stated)	-3%	6%
CSc1nc2sc3c(c2c(=O)n1Cc1ccccc1)CCC(C(C)(C)C)C3 (configuration not stated)	13%	0%
Cc1ccc(CNC(=O)CCS(=O)(=O)c2cc3c(cc2C)NC(=O)CO3)cc1	21%	14%
C=CCNC(=O)NCC(=O)Nc1ccc(F)c(F)c1F	4%	3%
CCCCCCCCS(=O)(=O)CCCCC(=O)O	7%	7%
COc1ccc(OC)c(CNC(=O)c2nn(-c3ccc(OC)c(Cl)c3)c(=O)c3c2c2ccccc2n3C)c1	2%	-3%
COc1ccc(C(CC(=O)NCc2ccccc2)N2Cc3ccccc3C2=O)cc1 (configuration not stated)	-3%	4%[57.5 µM]
O=C(NCc1nc(-c2cccs2)no1)c1ccc2c(c1)OCO2	-10%	-5%
CCc1c(C(=O)c2ccc[nH]2)oc2ccc(Cl)cc12	11%	-5%
COC(=O)c1ccoc1COC(=O)c1ccc2c(c1)CCCC2	-17%	-4%
CC(NC(=O)Cn1ncc2c3ccccc3n(Cc3ccc(F)cc3)c2c1=O)c1ccccc1 (configuration not stated)	-1%	-3%
CC(=O)c1cccc(NC(=O)c2c(-c3ccccc3)c(-c3ccccc3)nn(C)c2=O)c1	-2%	-3%[57.5 µM]
COc1ccc(/C=N/OC(=O)COc2cc(C)cc(C)c2)cc1COc1ccc(F)cc1	-1%	-1%
CCc1ccccc1N(C)C(=O)c1nn(C)c2c1CSc1ccccc1-2	?	-4%[57.5 µM]
CC(C)(C)c1ccc(OCC(=O)N(Cc2ccco2)Cc2ccccc2F)cc1	?	-14%[57.5 µM]
CCOc1cc(C(=O)NNC(=O)C2CCCCC2)ccc1OC(F)F	-5%	-1%
CCOC(=O)c1c(C)oc2nc(C)nc(NCc3ccccc3OC)c12	8%	2%
CN(Cc1ccccc1)C(=O)CNC(=O)C1CCCN(S(=O)(=O)c2ccc(F)cc2)C1 (configuration not stated)	-6%	-1%
Cc1nc2cccnc2n1C1CCN(S(=O)(=O)c2ccc(Cl)cc2)CC1	-12%	?
CC(C)c1ccc(NC(=O)CSc2ncc3c(n2)-c2ccccc2N(C)S3(=O)=O)cc1	22%	-14%
COc1ccc(NC(=O)c2ccc3c(c2)NC(=O)CS3)cn1	7%	1%
COC(=O)c1cc(Nc2nc3ccccc3nc2NS(=O)(=O)c2ccc(C)cc2)ccc1Cl	82%[activator]	-5%
O=[N+]([O-])c1cc(C(F)(F)F)ccc1N1CCN(CCOc2cccc(Cl)c2)CC1	-9%	4%
Cc1ccc(NC(=O)CSc2nc(-c3ccco3)cc(C(F)(F)F)n2)cc1C	5%	1%
CCn1c(SCC(=O)Nc2cc(C)c(Cl)cc2OC)nnc1-c1cccc(OC)c1	-13%	6%
CN(C)CCN(Cc1ccccc1)S(=O)(=O)c1csc(C(N)=O)c1	5%	13%
CCCCc1ccc(NC(=O)c2ccc(=O)n(Cc3cccc(C)c3)c2)cc1	?	-5%
O=C(Cc1ccccc1)NC1CCN(c2ccccc2S(=O)(=O)C(F)(F)F)CC1	-13%	-5%
Cc1nc2nc(NCc3c(Cl)cccc3Cl)[nH]n2c(=O)c1C	-5%	4%
OC(CSCCc1ccccn1)C(O)CSCCc1ccccn1 (configuration not stated)	-5%	3%
CCCN(CCC)CCCNC(=O)C1CCN(S(=O)(=O)CC)CC1	-3%	-7%[57.5 µM]
COc1ccc(CNC(=O)c2ccc3c(Cl)c4c(nc3c2)CCCC4)c(OC)c1	?	-4%
COc1ccc(C2CC(c3cccc(NS(C)(=O)=O)c3)=NN2C(=O)c2cccs2)cc1OC (configuration not stated)	-13%	-4%
CCC1=C(c2ccc(C)cc2)S(=O)(=O)N=C1N1CCC(C(=O)Nc2ccccc2C(=O)OC)CC1	5%	-14%
CC(C)Cn1c(=O)c2sccc2n2c(CCCC(=O)NC3CCCCC3)nnc12	2%	13%
O=C(NCc1cccs1)c1nn(-c2ccccc2Cl)nc1CO	-4%	-4%[57.5 µM]
COc1cc(OC)c(OC)cc1/C=C1\Oc2cc(OS(=O)(=O)c3ccc(C)cc3)ccc2C1=O	8%	1%
COCc1n[nH]c(=S)n1Cc1ccc(Cl)cc1	-12%	-10%

(list continues)
SMILES	AID inh	UDG counterscr
COC(=O)c1cc(NC(=O)c2cc3sccc3n2Cc2ccc(Cl)cc2)cc(C(=O)OC)c1	4%	-5%
COc1ccccc1CNc1nc2ccccc2c2nc(-c3cccc(C)c3)nn12	26%	-9%
CCOc1ccccc1NS(=O)(=O)c1c(-c2ccc(C)cc2)csc1C(=O)OC	9%	-7%
Cc1ccc(NC(=O)Cn2nc(C)c3nn(-c4ccc(Cl)cc4)c(C)c3c2=O)cc1C	0%	-1%
COc1ccc2c(C)c(CCC(=O)Nc3ccc(Br)c(C)c3)c(=O)oc2c1	-3%	2%
CCOc1ccc2nc(N3CCCC(C(=O)Nc4ccccc4CC)C3)sc2c1 (configuration not stated)	-28%	4%
O=C(NCCc1ccccc1)c1ccc(CSc2nc3cccnc3n2Cc2ccccc2)cc1	-2%	-10%
Cc1ccc2nc(-c3cccnc3)cc(C(=O)Nc3cccc(C)n3)c2c1	-6%	-6%
CCC(C)N(Cc1ccccc1)C(=O)CCc1cccs1 (configuration not stated)	-4%	5%
O=C(Nc1ccc(Cl)cc1F)c1ccc(-c2ccccc2)cc1	1%	0%
COc1ccc(NC(=O)CCCN2C(=O)CCn3nc(-c4cn(C)c5ccccc45)cc32)cc1OC	41%[activator]	8%
Cc1sc(NC(=O)CSc2nc3ccccc3o2)nc1-c1ccccc1	-13%	-6%
CCOC(=O)c1cc2c(=O)n3ccccc3nc2n(C)c1=NC(=O)c1c(-c2ccccc2Cl)noc1C	5%	3%
Cc1nc2nc(SCC(=O)NCc3ccccc3)nn2c(C)c1Cc1ccccc1Cl	?	-12%
CCOc1ccc(NC(=O)c2oc3ccccc3c2NC(=O)Cc2cccs2)cc1	21%	1%

Not all compounds are listed; the hit share may differ from the screen's.
